VHR inh abs = DUSP3 (human) phosphatase inhibition; recombinant VHR phosphatase, pNPP absorbance; inhibition, % at 13.3 µM; hit rate 0.52% among 290,000; in the data active = inhibition above about 50%; also: some compounds called inactive have numbers as strong as hits
3CLpro inhibitor = SARS-CoV 3CLpro protease inhibition; recombinant SARS-CoV 3CLpro, quenched FRET peptide cleavage; inhibition, % at 6 µM; hit rate 0.14% among 290,000; in the data active = inhibition above about 12%
PriA SSB inh = blocks PriA binding to SSB C-terminal tail | AID 1272365 | hit rate 0.6% among 430,000 | AlphaScreen SSBct-PriA binding, biotinylated peptide | inhibition, % at 33 µM; in the data active = inhibition mostly above about 37%, no sharp cut-off; inactive = mostly below about 20%;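 also: plate controls were negative control peptide for no effect and reference peptide for full effect; strong numbers were not always called active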
TcdB GH inh = TcdB glycohydrolase inhibition | hit rate 0.24% among 350,000 | AID 652162 | P18177 | TcdB glycohydrolase enzymatic assay, plate reader | inhibition, % at 9.99 µM; in the data active = inhibition above about 10%
Y pestis TopoI = blocks Yersinia pestis topoisomerase I activity; Y. pestis Topo-I cleavage product accumulation, plate reader; AID 504884; hit rate 0.064% among 360,000; activity, % at 10 µM; in the data active = activity above about 50%, passing the limit was not always enough; inconclusive = no clear call, values can overlap the other calls; also: inactives centre near 2
PfHsp40 rescue = rescue of PfHsp40-mediated yeast toxicity; S. cerevisiae expressing PfHsp40, growth rescue, ATP luminescence; growth rescue, % at 12.5 µM; hit rate 0.68% among 340,000; AID 504582; in the data active = growth rescue above about 28%, passing the limit was not always enough; inconclusive = no clear call, values can overlap the other calls;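 also: yeast W303a lacking pdr1 and pdr3 grown in galactose medium; growth measured after three days at 30 °C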
Anthrax LF inh2 = blocks Bacillus anthracis lethal factor protease; P15917; multiplex microsphere protease cleavage assay, LF; inhibition, % at 10 µM; hit rate 0.12% among 360,000; also: plate controls were buffer without enzyme for full effect and enzyme alone for no effect
BoNT-A LC inh2 = BoNT A light chain protease inhibition | multiplex microsphere protease substrate cleavage, flow cytometry | inhibition, % at 10 µM | hit rate 0.17% among 360,000; also: plate controls were buffer without enzyme for full effect and enzyme alone for no effect
BH1578 lux ind = inducers of Vibrio cholerae quorum light production without autoinducers | hit rate 0.16% among 350,000 | activation, % at 18.7 µM | AID 588436 | V. cholerae BH1578 lux reporter, luminescence, 6 h; in the data active = activation mostly above about 9.7%, no sharp cut-off; inconclusive = no clear call, values can overlap the other calls; inactive = mostly below about 3.7%; also: not every result past the cut was called active; inactives centre near 0; reference of the scale not given here
CCHF vOTU inh = blocks the CCHF virus ovarian tumor domain protease. hit rate 0.55% among 370,000. inhibition, % at 11.5 µM. CCHFV vOTU protease, Pep-AMC fluorescence; in the data active = inhibition above about 30%; also: 0% = vehicle wells with enzyme and 100% = no enzyme wells
Numbers without * were called inactive; i = inactive; u = inconclusive; x = not tested or not shown; & = joins results of further samples. Rule as the data show it, unless noted: active = inhibition above about 30%; inconclusive = no clear call, values can overlap the other calls; inactive = below that.

1: COc1ccc(CN2CCN(C(=O)c3ccc(CNS(=O)(=O)c4ccc(C)cc4)cc3)CC2)c(OC)c1OC
2: COc1ccccc1N1CCN(C(=O)c2cc(N3C(=O)C4C5CCC(C5)C4C3=O)ccc2Cl)CC1 (stereo not drawn)
3: O=C(NCC1CCCN1S(=O)(=O)c1ccccc1)C(=O)NC1CC1 (stereo not drawn)
4: COc1ccccc1CNS(=O)(=O)c1ccc(-c2cnc(C3CC3)o2)cc1
5: COc1ccc(-n2c(-c3ccc(F)cc3)cnc2SCC(=O)NCc2ccco2)cc1
6: Cc1cc(C(=O)NC2CC(C)(C)Cc3c2cnn3-c2ccccc2)n[nH]1 (stereo not drawn)
7: COc1cccc(C2CC(c3cccs3)=NN2C(=O)CSc2nc3c(cnn3-c3ccc(F)cc3)c(=O)[nH]2)c1OC (stereo not drawn)
8: COc1ccc(/C=C2\SC(=S)N(CC(=O)Nc3nnc(C)s3)C2=O)cc1
9: COc1cc(/C(O)=C(\C#N)c2nc3ccccc3[nH]2)cc(OC)c1OC
10: COc1ccc(CNC(=O)C2CCCN2C(=O)Nc2cccc(Cl)c2)cc1 (stereo not drawn)

assay / compound	1	2	3	4	5	6	7	8	9	10
VHR inh abs	4	4	x	-16	-4	-8	-7	15	11	x
3CLpro inhibitor	1	4	x	8	0	2	-1	3	3	x
PriA SSB inh	7	3	25	-14	49*	-5	-12	-14	-14	x
TcdB GH inh	2.4	x	-1.1	1.2	x	-0.1	x	7.8	0.9	1.3
Y pestis TopoI	28	24	10	25	51*	3	13	7	-5	2
PfHsp40 rescue	1.9	0.8	-0.5	0.5	5.5	-0.7	1.0	-1.4	2.4	x
Anthrax LF inh2	-1	0	-4	1	-6	0	6	-12	0	1
BoNT-A LC inh2	-2.4	-0.4	2.0	-0.2	-1.5	-0.4	-0.6	-0.6	0.2	-0.4
BH1578 lux ind	-0.3	-0.7	-0.7	-5.6	i	-0.4	i	-0.2	-0.6	-5.9
CCHF vOTU inh	6	0	-6	14	1	-3	x	5	-2	6

11: CC(=O)c1ccc(OCCN2CCOCC2)cc1
12: COC(=O)c1c(NC(=S)Nc2ccc(C(=O)N3CCOCC3)cc2)sc2c1CCC2
13: COc1ccccc1NC(=O)CN1C(=O)CSC(C)C1=O (stereo not drawn)
14: CCOC(=O)c1cnc2ccc(C)cc2c1Nc1ccc(N2CCOCC2)cc1
15: CCCCN(C(=O)c1cccc(C)c1)c1c(N)n(CCC)c(=O)[nH]c1=O
16: Cc1nc2ccc(-c3ccccc3)cc2o1
17: C/C(=N\NS(=O)(=O)c1ccccc1)c1ccc2c(c1)OCO2
18: CNS(=O)(=O)c1cn(CC(=O)NCc2ccc(N(C)C)cc2)cc1S(=O)(=O)NC
19: CCOc1ccccc1N(CC(=O)NC1CCCCC1)C(=O)CCCC(=O)Nc1ccccn1
20: O=[N+]([O-])c1cccc(NP(=O)(Oc2ccccc2)Oc2ccccc2)c1

assay / compound	11	12	13	14	15	16	17	18	19	20
VHR inh abs	-4	4	16	-6	-6	15	13	91	46	2
3CLpro inhibitor	-1	5	0	1	1	-5	5	-4	-1	6
PriA SSB inh	-3	6	-4	61	-8	-25	x	18	7	9
TcdB GH inh	x	-0.1	1.5	x	2.0	x	0.2	0.9	x	0.3
Y pestis TopoI	4	6	-7	19	4	-5	-4	2	19	31
PfHsp40 rescue	-0.4	0.4	-2.3	0.4	0.2	-0.5	-0.9	-1.4	0.5	4.6
Anthrax LF inh2	-5	2	-2	-9	-1	-1	-1	8	-2	-5
BoNT-A LC inh2	0.7	0.0	-0.4	-0.9	-1.6	-0.9	-0.5	-0.5	0.3	1.5
BH1578 lux ind	x	0.2	-0.4	-0.3	-0.4	0.5	-0.3	-0.3	i	-0.3
CCHF vOTU inh	1	7	10	11	0	6	-13	-9	-1	22

21: O=C(COc1ccccc1)N1CCN(C(=O)Cc2ccccc2)CC1
22: Cc1ccc(/C=N/NC(=O)NC23CC4CC(CC(C4)C2)C3)o1
23: CC(=O)Nc1nc(CCN2C(=O)c3ccccc3C2=O)cs1
24: COc1ccc(-c2cc3cc(OC)c(OC)cc3c(C)n2)cc1
25: COc1ccc(/C=C2\N=C(SC)N(c3ccccc3OC)C2=O)cc1
26: Cc1nc2ccccc2nc1N1CCCC1
27: Cc1ccc(C(=O)NCCNC(=O)c2ccco2)cn1
28: Brc1ccc(-c2csc(N3CCc4ccccc4C3)n2)cc1
29: O=C(c1ccccc1)c1coc(-c2ccccc2)c1
30: COc1cc(CN(CCN(C)C)Cc2ccccc2)ccc1OCc1ccccc1

assay / compound	21	22	23	24	25	26	27	28	29	30
VHR inh abs	-5	26	27	9	7	20	5	5	x	17
3CLpro inhibitor	8	6	7	-6	1	5	-1	6	x	1
PriA SSB inh	-13	i	-5	-17	-9	-19	3	-13	-10	-2
TcdB GH inh	x	1.1	1.0	1.5	1.2	1.4	0.1	x	0.9	0.3
Y pestis TopoI	7	10	-2	0	-10	5	8	-4	30	-2
PfHsp40 rescue	0.7	2.2	1.6	0.6	1.4	1.1	-1.2	-0.8	0.7	-1.2
Anthrax LF inh2	-2	x	-5	-3	6	-1	0	-3	-12	5
BoNT-A LC inh2	-0.4	x	-0.5	0.4	-0.5	-0.5	1.2	-0.5	0.1	0.7
BH1578 lux ind	i	0.9	-3.6	i	-0.4	-0.6	-0.4	i	-0.8	-1.1
CCHF vOTU inh	5	1	-4	-24	-5	10	1	7	13	-11

31: COC(=O)c1ccc(S(=O)(=O)NNC(=O)COc2ccc(C)cc2)cc1
32: COC(=O)[C@@]12CCCCN1[C@H](c1ccc(-c3ccccc3)cc1)[C@@H]1C(=O)N(C)C(=O)[C@@H]12
33: CCCn1nnnc1NCc1cccc(OC)c1OCC
34: Cc1cccc2sc(N(CCCN(C)C)C(=O)c3ccc(S(=O)(=O)N4CCc5ccccc5C4)cc3)nc12
35: CCn1ccnc1CN1CCCC(CO)(Cc2cccc(OC)c2)C1 (stereo not drawn)
36: NC(=O)OCC(O)COc1ccc(Cl)cc1 (stereo not drawn)
37: O=C(Nc1cccc(-c2cn3ccccc3n2)c1)c1cnccn1
38: O=C(O)/C=C/C(=O)N1N=C(c2ccco2)CC1c1ccco1 (stereo not drawn)
39: Cc1ccc(C)c(OCCC(=O)OCC(=O)Nc2cccnc2Cl)c1
40: COc1ccc(-c2n[nH]c(=S)n2-c2ccccc2C)cc1OC

assay / compound	31	32	33	34	35	36	37	38	39	40
VHR inh abs	2	x	22	-9	-12	x	3	9	10	4
3CLpro inhibitor	-1	x	5	4	0	x	-1	0	-2	0
PriA SSB inh	-15	-3	-7	20&21	3	-13	-7	-5	2	-8
TcdB GH inh	x	-0.4	1.0	5.9	1.5	-1.3	x	-0.5	4.5	0.8
Y pestis TopoI	0	1	-6	-9	5	0	6	1	4	0
PfHsp40 rescue	-1.5	0.4	-0.7	-0.4	0.1	-1.0	-0.4	-0.6	1.7	0.4
Anthrax LF inh2	4	-5	-8	-1	-2	-8	-3	-12	-2	13
BoNT-A LC inh2	0.0	0.1	0.2	1.5	-3.2	-0.3	0.2	-1.5	1.7	-1.3
BH1578 lux ind	i	0.9	i	-0.3	-0.1	0.8	4.8	1.4	-2.2	-0.3
CCHF vOTU inh	12	2	4	5	3	-3	14	9	-4	-11

A second format for some results above:
No. | SMILES | VHR inh abs | 3CLpro inhibitor | PriA SSB inh | TcdB GH inh | Y pestis TopoI | PfHsp40 rescue | Anthrax LF inh2 | BoNT-A LC inh2 | BH1578 lux ind | CCHF vOTU inh
33 | CCCn1nnnc1NCc1cccc(OC)c1OCC | 22 | 5 | -7 | 1.0 | -6 | -0.7 | -8 | 0.2 | i | 4
31 | COC(=O)c1ccc(S(=O)(=O)NNC(=O)COc2ccc(C)cc2)cc1 | 2 | -1 | -15 | x | 0 | -1.5 | 4 | 0.0 | i | 12
34 | Cc1cccc2sc(N(CCCN(C)C)C(=O)c3ccc(S(=O)(=O)N4CCc5ccccc5C4)cc3)nc12 | -9 | 4 | 20&21 | 5.9 | -9 | -0.4 | -1 | 1.5 | -0.3 | 5
35 | CCn1ccnc1CN1CCCC(CO)(Cc2cccc(OC)c2)C1 (stereo not drawn) | -12 | 0 | 3 | 1.5 | 5 | 0.1 | -2 | -3.2 | -0.1 | 3

Remaining list, next part
41: COc1ccc(N2CCN(C(=O)c3ccc(CNS(=O)(=O)c4ccc(C)cc4)cc3)CC2)cc1
42: Cc1cc(/C=C2\C(=O)NC(=O)N(c3ccc(Cl)cc3)C2=O)c(C)n1C
43: COc1ccc(NC(=O)c2ccc(OCC3CCCO3)cc2)cc1OC (stereo not drawn)
44: C[C@@H]1CCC(=O)N(CC[C@H](Oc2ccccc2)c2ccccc2)CC1
45: Cn1c(=O)oc2cc(S(=O)(=O)NCCc3ccccc3)ccc21
46: O=C(Nc1ccc(NC(=O)C2CC2)nc1)c1cccnc1
47: CSCc1cc(N2CCCC2)nc(-c2ccccc2)n1
48: CC(=O)Nc1ccc(OCC(O)CNC2CCCC2)cc1 (stereo not drawn)
49: O=C(Nn1cnc2ccccc2c1=O)c1ccccc1
50: O=C(C[n+]1ccccc1)N/N=C/c1ccccc1Cl

assay / compound	41	42	43	44	45	46	47	48	49	50
VHR inh abs	43	1	x	17	57*	14	9	22	5	x
3CLpro inhibitor	4	5	x	4	0	3	4	-6	1	x
PriA SSB inh	-1	-13	-8	-4	-16	-16	-9	23	-10	x
TcdB GH inh	0.7	0.3	2.3	-4.3	x	x	-0.5	x	0.6	0.4
Y pestis TopoI	10	-10	0	15	2	-3	-1	-19	-3	6
PfHsp40 rescue	1.6	-0.6	-0.6	2.9	-1.4	0.3	-1.4	0.1	-0.8	-1.1
Anthrax LF inh2	1	1	2	1	-1	-3	-4	0	0	1
BoNT-A LC inh2	-0.8	0.4	-0.7	-0.6	-0.6	0.1	-0.2	u	0.3	0.5
BH1578 lux ind	-0.3	2.2	-5.0	1.2	-0.6	-5.0	-1.1	i	-0.2	i
CCHF vOTU inh	1	-2	38*	20	8	12	11	-9	3	7

51: COc1cccc(CC2(CO)CCCN(Cc3ccc(OC(F)F)cc3)C2)c1 (stereo not drawn)
52: COc1ccc(-c2nnc(NC(=O)c3ccc(S(=O)(=O)N4CCCc5ccccc54)cc3)o2)cc1
53: CCn1c(SCC(=O)Nc2nnc(C)s2)nnc1C(C)NC(=O)c1ccccc1 (stereo not drawn)
54: O=C(Nc1ccc(-c2ccccc2)cc1)c1ccccc1
55: COC(=O)CSc1nc2c(cnn2-c2ccc(F)cc2)c(=O)[nH]1
56: COc1ccc(NC2CCCN(C(=O)CSc3ccccc3)C2)cc1 (stereo not drawn)
57: Cc1c(CC(=O)O)c(=O)oc2c(C)c3occ(-c4ccc(Br)cc4)c3cc12
58: O=C(CSc1nnc(NC(=O)c2cccc(F)c2)s1)NC1CCCC1
59: COc1ccc(/C=C\c2onc(C)c2S(=O)(=O)N2CCC(C(=O)NCc3ccco3)CC2)cc1
60: O=C(Nc1ccccc1C(=O)NC(Cc1ccccc1)C(=O)O)c1ccccc1 (stereo not drawn)

assay / compound	51	52	53	54	55	56	57	58	59	60
VHR inh abs	x	15	43	14	2	4	24	6	8	-2
3CLpro inhibitor	-6	-3	-3	-1	1	-4	-1	3	-6	5
PriA SSB inh	-19	-14	4	-16	-13	19	-10	3	-16	6
TcdB GH inh	-3.2	x	5.8	1.6	1.1	1.7	1.3	1.4	1.5	0.6
Y pestis TopoI	21	3	-2	10	4	9	32	9	28	3
PfHsp40 rescue	2.5	-2.2	-0.6	-0.1	-0.6	0.1	0.8	-0.7	-1.8	-1.0
Anthrax LF inh2	1	0	6	7	-9	1	4	8	-8	-5
BoNT-A LC inh2	-7.1	0.4	-2.6	-0.8	-2.4	-3.6	0.6	3.9	-0.4	0.7
BH1578 lux ind	-0.9	i	-0.5	-3.8	i	-0.9	-0.9	-0.2	i	-0.1
CCHF vOTU inh	14	x	0	-5	0	-6	-18	4	12	-7

Screens (PubChem BioAssay)

An excerpt (hit frequency here may not be typical).
